Rpn11 inh = Rpn11 (PSMD14) deubiquitinase inhibitors, primary screen, biochemical, fluorescence polarization, uHTS. calls only at 20 µM. 26S proteasome non-ATPase regulatory subunit 14 (Homo sapiens), O00487. 360,000 compounds, 0.59% hits. human 26S proteasome, Ub4-pepOG fluorescence polarization; 20S core pre-blocked with epoxomicin. AID 588493, 2011;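 active = inhibition at 20 µM, scaled to each plate's controls, above about 33%, limit read from the data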
Target sequence (O00487 whole entry, looked up): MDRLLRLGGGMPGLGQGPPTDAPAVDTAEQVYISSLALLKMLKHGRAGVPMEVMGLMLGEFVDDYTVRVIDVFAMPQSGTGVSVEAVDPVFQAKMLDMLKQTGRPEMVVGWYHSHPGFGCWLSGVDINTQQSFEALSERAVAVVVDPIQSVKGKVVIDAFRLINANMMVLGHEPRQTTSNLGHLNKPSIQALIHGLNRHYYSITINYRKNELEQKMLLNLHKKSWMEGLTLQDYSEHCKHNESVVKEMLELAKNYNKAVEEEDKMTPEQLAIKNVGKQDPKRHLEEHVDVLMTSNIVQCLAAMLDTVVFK
NadD inh = inhibitors of S. aureus NadD, primary screen, biochemical, colorimetric, uHTS; Nicotinate-nucleotide adenylyltransferase NadD (Staphylococcus aureus N315); purified NadD enzyme, colorimetric absorbance read-out; inhibition, % at 20 µM; 360,000 compounds, 0.78% hits; AID 602399, 2012; in the data active = inhibition above about 26%; also: some compounds past the cut are filed as inactive
MLLE-PAM2 inh = inhibitors of PABP1 MLLE–PAM2 peptide binding, primary screen, biochemical, fluorescence polarization, FITC-PAM2, GST-MLLE; inhibition, % at 20 µM; 360,000 compounds, 0.36% hits; Polyadenylate-binding protein 1 (Homo sapiens), P11940; AID 588489, 2011; in the data active = inhibition above about 35%, passing the limit was not always enough;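 also: plate controls were DMSO wells with GST-MLLE for no effect and wells lacking GST-MLLE protein for full effect; some results filed as inactive read as strong as hits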
Scp-1 inhibitor = Scp-1 phosphatase inhibitors, primary screen, biochemical, colorimetric, uHTS. Recombinant Scp1, phosphopeptide, malachite green phosphate absorbance. Carboxy-terminal domain RNA polymerase II polypeptide A small phosphatase 1 (Homo …. 340,000 compounds, 0.88% hits. inhibition, % at 20 µM;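 active = inhibition above about 50% at 20 µM, limit read from the data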;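 also: plate controls were DMSO wells with enzyme for no effect and wells lacking enzyme for full effect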
Target sequence (Q9GZU7 76-261 limits assumed): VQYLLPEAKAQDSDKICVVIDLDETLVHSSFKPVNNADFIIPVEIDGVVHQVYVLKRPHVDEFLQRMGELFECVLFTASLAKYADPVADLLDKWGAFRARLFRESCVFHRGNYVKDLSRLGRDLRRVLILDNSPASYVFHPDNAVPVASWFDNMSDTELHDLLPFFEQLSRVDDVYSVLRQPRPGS
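Test system – truncated SCP-1 phosphatase (76-261aa) · Reagent – Phosphorylated 17-residue peptide substrate · Incubation – 45 min room-temperature reaction, 5 min colour, 30 min stabiliser · Detection – colorimetric phosphate reagent with accelerator and stabiliser, absorbance at 630 nm · Measure – % inhibition at 20 µM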
CSN inh = inhibitors of CSN-mediated cullin deneddylation, primary screen, biochemical, fluorescence polarization, uHTS. inhibition, % at 12.5 µM. COP9 signalosome complex subunit 5 (Homo sapiens), Q92905. Purified CSN, SCF-Nedd8-OG deneddylation. 360,000 compounds, 0.38% hits. AID 651999, 2013;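 active = pattern-corrected inhibition above about 35%, with an unprinted fluorescence ratio check between 0.5 and 1.5, limit read from the data, passing the limit was not always enough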;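 also: 0% = enzyme with substrate and 100% = substrate without enzyme; some results filed as inactive read as strong as hits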
Target sequence (Q92905 whole entry, looked up, one chain of several): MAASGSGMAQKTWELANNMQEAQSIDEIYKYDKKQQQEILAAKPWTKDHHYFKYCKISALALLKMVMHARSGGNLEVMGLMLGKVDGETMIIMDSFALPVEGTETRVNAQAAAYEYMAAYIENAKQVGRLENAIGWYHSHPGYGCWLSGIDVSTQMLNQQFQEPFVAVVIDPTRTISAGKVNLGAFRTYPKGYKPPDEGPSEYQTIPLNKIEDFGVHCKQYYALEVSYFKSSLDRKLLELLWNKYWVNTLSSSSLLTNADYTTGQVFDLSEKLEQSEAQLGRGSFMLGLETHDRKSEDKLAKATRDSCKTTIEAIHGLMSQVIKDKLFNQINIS
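Material: human Csn5 produced in HEK293T cells; Input: enzyme 0.24 nM; Reagent: SCFSkp2-Nedd8OG substrate at 10 nM final; Dosing: 12.5 µM compound; Incubation: 90 min reaction at room temperature; Detection: fluorescence polarization of the substrate; Evaluation: % inhibition of substrate cleavage by Csn5; Control set: substrate-only high control, full reaction low control.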
DNMT1 inh = human DNMT1 methyltransferase inhibitors, primary screen, biochemical, molecular beacon, fluorescence, HinP1I cleavage, uHTS; inhibition (reported as % activation of signal), % at 10 µM; 360,000 compounds, 0.83% hits; AID 588458, 2011; in the data active = inhibition above about 50%
SUMO1 PPI mod = modulators of SUMO1 protein-protein interactions, primary screen, biochemical, uHTS; inhibition, % at 20 µM; 360,000 compounds, 0.33% hits; SUMO1 binding to a labelled peptide, TR-FRET, 1 h; in the data active = inhibition above about 37%
Target sequence (P63165 whole entry, looked up): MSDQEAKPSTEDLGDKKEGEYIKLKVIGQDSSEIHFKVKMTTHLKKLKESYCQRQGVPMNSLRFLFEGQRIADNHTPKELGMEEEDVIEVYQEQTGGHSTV
Tb MetRS inh = T. brucei MetRS inhibitors, primary screen, biochemical, luminescence. inhibition, % at 11.9 µM. 360,000 compounds, 0.4% hits. purified T. brucei MetRS, ATP depletion, Kinase-Glo luminescence;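 active = inhibition above a per-plate cutoff of the control wells' mean inhibition plus 3 SD, cut at about 5.5% in these data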;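 also: 0% = DMSO wells median and 100% = median of wells with control inhibitor compound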
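System: purified T. brucei MetRS enzyme / Detection: Kinase-Glo luciferase luminescence reporting remaining unconsumed ATP / Medium: HEPES buffer with MgCl2, KCl, DTT, spermine, BSA, pyrophosphatase / Replication: singlicate, one well per compound / Evaluation: percent inhibition relative to median high and low control wells / Schedule: 2 h aminoacylation at 25 °C after 15 min preincubation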
STEP inh = STEP phosphatase inhibitors, primary screen, biochemical, fluorescence intensity, uHTS; recombinant STEP, OMFP fluorogenic substrate; inhibition, % at 20 µM; 360,000 compounds, 0.25% hits; AID 588621, 2011;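 active = inhibition at 20 µM, scaled per plate between control wells, above about 37%, limit read from the data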;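 also: 0% = DMSO with enzyme and substrate and 100% = substrate only without enzyme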
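medium = Bis-Tris buffer pH 6.0, 2.5 mM DTT, 0.005% Tween 20 | test system = STEP (striatal-enriched tyrosine phosphatase) enzyme, cell-free | measure = normalized % inhibition | compound dosing = 20 µM, 1% DMSO | also added = 25 µM OMFP | schedule = reaction 20 min, ambient temperature | measured by = fluorescence read at 480 nm ex / 540 nm em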
LMPTP inh = LMPTP phosphatase inhibitors, primary screen, biochemical, fluorescence intensity, uHTS; Low molecular weight phosphotyrosine protein phosphatase (Homo sapiens), P24666; recombinant LMPTP-A, OMFP fluorogenic substrate; inhibition, % at 20 µM; 360,000 compounds, 0.22% hits; AID 651560, 2012;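 active = compounds that cut the enzyme signal by at least half of the control window in the single-dose screen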;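 also: plate controls were DMSO wells with enzyme plus substrate for no effect and substrate without enzyme for full effect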
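test system = LMPTP-A | amount = 0.625 nM LMPTP-A final | reagent = fluorogenic phosphatase substrate OMFP at 400 µM final | incubation = 50 min at room temperature | benchmarks = no-enzyme low control, uninhibited high control | medium = Bis-Tris pH 6.0, DTT, detergent | signal = fluorescence intensity of OMFP turnover product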
Starred values were filed as active, the others as inactive.

Screening O=S(=O)(NCCOC12CC3CC(CC(C3)C1)C2)c1cccc2nsnc12 returned Rpn11 inh inactive, NadD inh -2, MLLE-PAM2 inh -8, Scp-1 inhibitor 2, CSN inh 7, DNMT1 inh 0, SUMO1 PPI mod -22, Tb MetRS inh 0.3, STEP inh -2 and LMPTP inh 0.6.
For Cc1cc(C)c(C)c(S(=O)(=O)N2CCN(C(=O)c3ccc4c(=O)n5c(nc4c3)CCC5)CC2)c1C the results were Rpn11 inh inactive, NadD inh 0, MLLE-PAM2 inh 9, Scp-1 inhibitor 8, CSN inh -4, DNMT1 inh 0, SUMO1 PPI mod 9, Tb MetRS inh -0.5, STEP inh 1 and LMPTP inh -1.7.
CCCCN(CCCC)CCNC(=O)CN1C(=O)CSc2ccc(S(=O)(=O)N3CCCCC3)cc21 was read as Rpn11 inh inactive, NadD inh -5, MLLE-PAM2 inh 7, Scp-1 inhibitor -1, CSN inh -2, DNMT1 inh 3, SUMO1 PPI mod 1, Tb MetRS inh -0.2, STEP inh -2 and LMPTP inh -0.3.
O=C(C1=C[C@@H]2[C@H]3C(=O)N(c4ccc(Cl)cc4)C(=O)[C@H]3[C@@H](C(=O)c3ccc(Cl)cc3)N2C=C1)c1ccccc1 was read as Rpn11 inh inactive, NadD inh 43*, MLLE-PAM2 inh -24, Scp-1 inhibitor 0, CSN inh 6, DNMT1 inh -3, SUMO1 PPI mod -12, Tb MetRS inh 1.8, STEP inh 4 and LMPTP inh 1.2.
Screening CN1CCN(c2ccc(C(=O)c3ccc(F)cc3)cc2)CC1 returned Rpn11 inh inactive, NadD inh -5, MLLE-PAM2 inh -1, Scp-1 inhibitor -11, CSN inh 0, DNMT1 inh 0, SUMO1 PPI mod -8, Tb MetRS inh -0.4, STEP inh -3 and LMPTP inh -3.2.
For CCCCCCNC(=O)Cc1ccc(Br)cc1 the results were Rpn11 inh inactive, NadD inh -7, MLLE-PAM2 inh 2, Scp-1 inhibitor 1, CSN inh 3, DNMT1 inh -1, SUMO1 PPI mod -3, Tb MetRS inh 0.8, STEP inh -1 and LMPTP inh 1.4.
Screening Cc1ccc2cc(C3CC(c4ccco4)=NN3S(=O)(=O)c3ccccc3)c(Cl)nc2c1 (centres undefined) returned Rpn11 inh inactive, NadD inh 10, MLLE-PAM2 inh -22, Scp-1 inhibitor -9, CSN inh 6, DNMT1 inh -11, SUMO1 PPI mod -4, Tb MetRS inh 1.2, STEP inh 3 and LMPTP inh 3.3.
Screening COc1ccc(/C=N/NS(=O)(=O)c2ccc(F)cc2)cc1COc1cc(F)ccc1[N+](=O)[O-] returned Rpn11 inh inactive, NadD inh 14, MLLE-PAM2 inh 9, Scp-1 inhibitor -8, CSN inh -4, DNMT1 inh -12, SUMO1 PPI mod -3, Tb MetRS inh 0.2, STEP inh 0 and LMPTP inh 2.7.
Screening CCOC(=O)N1CCN(C(=O)Cc2ccc(C)cc2)CC1 returned Rpn11 inh inactive, NadD inh 1, MLLE-PAM2 inh -1, Scp-1 inhibitor 0, CSN inh -3, DNMT1 inh 9, SUMO1 PPI mod -2, Tb MetRS inh -1.8, STEP inh -2 and LMPTP inh -1.0.
Screening Cc1cc(OCc2cc(C(=O)NC(C)c3cnn(C)c3)no2)cc(C)c1Cl (centres undefined) returned Rpn11 inh inactive, NadD inh -12, MLLE-PAM2 inh -2, CSN inh -2, DNMT1 inh 0, SUMO1 PPI mod -3, Tb MetRS inh -0.3, STEP inh 0 and LMPTP inh 0.8.
`COc1cccc(NC(=O)C2CCCN(c3ncnc4c3nc3n4CCCCC3)C2)c1` (centres undefined) gave Rpn11 inh inactive, NadD inh 3, MLLE-PAM2 inh 4, Scp-1 inhibitor 1, CSN inh 0, DNMT1 inh 0, SUMO1 PPI mod 5, Tb MetRS inh -0.4, STEP inh 1 and LMPTP inh 0.1.
O=C(CCc1nc2ccccc2c(=O)[nH]1)OCC(=O)c1cccc(Cl)c1 was read as Rpn11 inh inactive, NadD inh 2, MLLE-PAM2 inh -8, Scp-1 inhibitor 4, CSN inh -10, DNMT1 inh 3, SUMO1 PPI mod 14, Tb MetRS inh -1.1, STEP inh 1 and LMPTP inh -0.6.
Screening CC1(C)C(=O)NCCN1C(=O)CSc1nccc(-c2ccc(Br)cc2)n1 returned Rpn11 inh inactive, NadD inh 3, MLLE-PAM2 inh -1, Scp-1 inhibitor -1, CSN inh -2, DNMT1 inh 2, SUMO1 PPI mod 1, Tb MetRS inh 0.4, STEP inh 2 and LMPTP inh -1.9.
For O=C(Nc1nccs1)c1cccnc1 the results were Rpn11 inh inactive, NadD inh -1, MLLE-PAM2 inh 2, Scp-1 inhibitor -7, CSN inh -4, DNMT1 inh 0, SUMO1 PPI mod 4, Tb MetRS inh -0.1, STEP inh 1 and LMPTP inh -1.9.
For O=C(NCCSCc1ccccc1)c1cc(S(=O)(=O)N2CCOCC2)ccc1F the results were Rpn11 inh inactive, NadD inh -16, MLLE-PAM2 inh 12, Scp-1 inhibitor -11, CSN inh -13, DNMT1 inh -5, SUMO1 PPI mod 5, Tb MetRS inh -1.5, STEP inh -2 and LMPTP inh -1.1.
Screening Cc1ccc(-c2cc(=O)c3cc(C)ccc3[nH]2)cc1 returned Rpn11 inh inactive, NadD inh 4, MLLE-PAM2 inh -11, Scp-1 inhibitor 2, CSN inh 4, DNMT1 inh -1, SUMO1 PPI mod -5, Tb MetRS inh -0.2, STEP inh -2 and LMPTP inh 0.9.
For COc1ccc(C(C)(C)C)cc1NC(=O)C1CC=CCC1C(=O)O (centres undefined) the results were Rpn11 inh inactive, NadD inh -2, MLLE-PAM2 inh -2, Scp-1 inhibitor -1, CSN inh 4, DNMT1 inh 4, SUMO1 PPI mod 1, Tb MetRS inh -0.3, STEP inh 0 and LMPTP inh -1.2.
Screening NS(=O)(=O)c1ccc(CCNC(=O)COC(=O)C2CCC2)cc1 returned Rpn11 inh inactive, NadD inh -5, MLLE-PAM2 inh 9, Scp-1 inhibitor -4, CSN inh 2, DNMT1 inh 1, SUMO1 PPI mod 4, Tb MetRS inh 0.2, STEP inh 1 and LMPTP inh 1.1.
Screening O=S(=O)(Nc1ccc(N2CCCCC2)cc1)c1cccs1 returned Rpn11 inh inactive, NadD inh 11, MLLE-PAM2 inh 5, Scp-1 inhibitor -3, CSN inh 0, DNMT1 inh -6, SUMO1 PPI mod -5, Tb MetRS inh -0.5, STEP inh 1 and LMPTP inh 1.1.
CN1c2ccc([N+](=O)[O-])cc2N(C)C1(C)c1ccccc1 (centres undefined) was read as Rpn11 inh inactive, NadD inh 5, MLLE-PAM2 inh -41, Scp-1 inhibitor -5, CSN inh 8, DNMT1 inh -11, SUMO1 PPI mod -35, Tb MetRS inh -1.4, STEP inh 8 and LMPTP inh 8.7.
For O=C(Nc1ccc2c(c1)CN(C(=O)Nc1ccc(F)cc1)CC2)c1ccccn1 the results were Rpn11 inh inactive, NadD inh 4, MLLE-PAM2 inh 11, CSN inh -7, DNMT1 inh -9, SUMO1 PPI mod -3, Tb MetRS inh 0.0, STEP inh 0 and LMPTP inh -1.4.
For O=C(NC1CCCCC1)c1cc(C(=O)c2ccccc2Br)c[nH]1 the results were Rpn11 inh inactive, NadD inh 4, MLLE-PAM2 inh -18, Scp-1 inhibitor -5, CSN inh 6, DNMT1 inh -1, SUMO1 PPI mod 1, Tb MetRS inh 0.6, STEP inh -3 and LMPTP inh -0.4.
For Cc1noc(C)c1COc1cccc(C(=O)NC(C)(C)C)c1 the results were Rpn11 inh inactive, NadD inh 0, MLLE-PAM2 inh 10, Scp-1 inhibitor 2, CSN inh -5, DNMT1 inh 2, SUMO1 PPI mod -2, Tb MetRS inh -0.6, STEP inh -1 and LMPTP inh 2.1.
`CN(CC(=O)Nc1ccc(N2CCOCC2)cc1)C(=O)C1CCCC1` gave Rpn11 inh inactive, NadD inh -4, MLLE-PAM2 inh -6, Scp-1 inhibitor -4, CSN inh -4, DNMT1 inh 2, SUMO1 PPI mod 1, Tb MetRS inh 0.2, STEP inh -1 and LMPTP inh -1.1.
Screening O=C1NCCN(CC2CCN(CCc3ccc(Cl)c(Cl)c3)CC2)C1=O returned Rpn11 inh inactive, NadD inh 3, MLLE-PAM2 inh -3, Scp-1 inhibitor 10, CSN inh 1, DNMT1 inh -1, SUMO1 PPI mod -1, Tb MetRS inh -1.1, STEP inh -3 and LMPTP inh -0.2.
Screening Nc1cccc(Nc2ccccc2)c1 returned Rpn11 inh inactive, NadD inh 3, MLLE-PAM2 inh 6, Scp-1 inhibitor 0, CSN inh 11, DNMT1 inh -1, SUMO1 PPI mod -3, Tb MetRS inh -0.2, STEP inh 0 and LMPTP inh -0.1.
CCC(CO)Oc1cc(NC(=O)c2cccc3ccccc23)c2ncn(C(C)C)c2c1 (centres undefined) was read as Rpn11 inh inactive, NadD inh 6, MLLE-PAM2 inh 18, Scp-1 inhibitor 5, CSN inh 7, DNMT1 inh -13, SUMO1 PPI mod 14, Tb MetRS inh -0.5, STEP inh -2 and LMPTP inh -0.6.
For O=C(OCCN1C(=O)c2ccccc2C1=O)c1cc2ccccc2o1 the results were Rpn11 inh inactive, NadD inh -11, MLLE-PAM2 inh -13, Scp-1 inhibitor -8, CSN inh 2, DNMT1 inh -5, SUMO1 PPI mod -8, Tb MetRS inh 0.6, STEP inh -2 and LMPTP inh 0.8.

Screening data from PubChem.
